Source: PubChem
ssDAF12 agonist = S. stercoralis DAF-12 activation, primary screen. hit rate 1% among 370,000. HEK293 ssDAF-12/GRIP1 lit1-tk-luc reporter, luminescence; % of 3 µM dafachronic acid response. activation, % at 6.8 µM;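 active = activation above the mean over all tested compounds plus 3 SD, cut at about 0.9% in these data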;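 also: 0% = DMSO-only wells and 100% = 3 µM delta7-dafachronic acid wells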
HGIII-sPLA2 inh = Inhibits HGIII-sPLA2 liposome hydrolysis, primary screen | Q9NZ20 | QFRET BODIPY PC-A2 liposome hydrolysis, fluorescence | inhibition, % at 12.2 µM | hit rate 0.56% among 370,000;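 active = inhibition above mean plus 3 SD of compounds lying within the high and low control bounds, cut at about 19% in these data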;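 also: 0% = median of test compound wells and 100% = no enzyme DMSO wells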
Target sequence (Q9NZ20 whole entry, looked up): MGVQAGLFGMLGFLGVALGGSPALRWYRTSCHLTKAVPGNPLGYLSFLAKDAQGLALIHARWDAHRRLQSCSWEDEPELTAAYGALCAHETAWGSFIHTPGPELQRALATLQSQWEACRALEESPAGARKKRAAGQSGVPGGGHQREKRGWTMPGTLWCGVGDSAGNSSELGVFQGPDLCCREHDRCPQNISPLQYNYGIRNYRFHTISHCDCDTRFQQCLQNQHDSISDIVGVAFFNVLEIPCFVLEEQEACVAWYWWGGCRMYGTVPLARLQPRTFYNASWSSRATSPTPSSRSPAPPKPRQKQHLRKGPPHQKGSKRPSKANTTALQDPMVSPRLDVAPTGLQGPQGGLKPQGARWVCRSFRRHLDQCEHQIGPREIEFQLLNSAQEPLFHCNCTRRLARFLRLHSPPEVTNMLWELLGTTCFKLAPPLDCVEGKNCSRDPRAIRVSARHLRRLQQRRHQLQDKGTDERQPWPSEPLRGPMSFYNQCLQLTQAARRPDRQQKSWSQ
DAX1 inh-1 = inhibitors of DAX1 repression of SF-1 activated StAR promoter; HEK293T StAR-luciferase reporter, SF-1/DAX-1 repression relief; inhibition, % at 6.8 µM; hit rate 1.1% among 370,000; AID 652010;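 active = inhibition above the mean over all tested compounds plus 3 SD, cut at about 3.6% in these data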;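 also: 0% = DAX-1 cells with DMSO and 100% = cells lacking DAX-1 with DMSO; higher inhibition means more luminescence from relief of DAX-1 repression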
GC-B act = GC-B (human) receptor activation | P20594 | HEK293-GC-B cells, CNP EC30, cGMP TR-FRET; 0% at EC30 CNP, 100% saturating CNP | activation, % at 10 µM | hit rate 0.11% among 370,000 | AID 1920062;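 active = activation at 10 µM reaching about 35% in either raw or pattern-adjusted values, limit read from the data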
hcDAF12 agonist = activators of H. contortus DAF-12 nuclear receptor; HEK293 hcDAF-12 lit1-tk-luc reporter, luminescence; 0% DMSO, 100% Δ7-dafachronic acid; activation, % at 6.8 µM; hit rate 1.4% among 370,000;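 active = activation above the mean of all tested compounds plus 3 SD, cut at about 5.5% in these data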;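 also: 100% = response to 3 µM Δ7-dafachronic acid high control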
NPR1 activator = GC-A (human) enzyme activation | P16066 | hit rate 0.14% among 370,000 | HEK293 GC-A cells, cGMP TR-FRET, EC30 ANP; 0% at EC30 ANP, 100% saturating ANP | activation, % at 10 µM; in the data active = activation above about 40%
SMARCA2 activ = activators of SMARCA2 function; MG213 cells, MMTV-luciferase reporter, dexamethasone, overnight; activation, % at 9.1 µM; hit rate 1% among 370,000; AID 652017; in the data active = activation above about 7.8%;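 also: 0% = vehicle wells and 100% = reference activator wells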
FXN GAA850 act = activators of GAA850 frataxin (FXN) promoter; HEK293 lucGAA850 FXN promoter luciferase reporter, 24 h; percent of 10 µM SAHA response; activation, % at 6 µM; hit rate 0.56% among 360,000; AID 540364;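 active = activation above the average of all compounds screened plus 3 SD, cutoff fixed separately per campaign, cut at about 7.5% in these data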;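 also: 0% = DMSO wells and 100% = 10 µM SAHA wells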
DAX1 inh-2 = NR0B1 (DAX1) inhibition. hit rate 0.99% among 340,000. P51843. HEK293 Gal4-DAX1 luciferase reporter, luminescence. inhibition, % at 6.75 µM. AID 504766;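 active = inhibition above the mean over all tested compounds plus 3 SD, cut at about 4.2% in these data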;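 also: 0% = DAX1-transfected cells with DMSO and 100% = empty-vector control cells with DMSO; inhibition shows as a rise in luminescence from relieved DAX1 repression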
Target sequence (P51843 207-470 limits assumed): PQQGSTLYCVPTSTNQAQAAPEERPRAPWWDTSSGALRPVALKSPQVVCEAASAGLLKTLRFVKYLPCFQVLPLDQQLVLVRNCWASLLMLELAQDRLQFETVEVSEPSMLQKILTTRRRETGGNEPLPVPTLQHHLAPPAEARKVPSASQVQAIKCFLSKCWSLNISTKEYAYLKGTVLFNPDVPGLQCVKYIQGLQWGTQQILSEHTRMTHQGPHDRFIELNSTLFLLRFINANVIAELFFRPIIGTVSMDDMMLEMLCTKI
hgDAF-12 ag = hgDAF-12 agonism, primary luciferase screen; hit rate 1.8% among 370,000; activation, % at 6.8 µM; HEK293 GAL4-hgDAF12 UAS-luciferase reporter, agonist luminescence; normalized to butyrate control;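 active = activation above a cutoff set at the mean of all screened compounds plus 3 SD, cut at about 10% in these data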;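 also: 0% = DMSO wells and 100% = sodium butyrate wells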
ADAM10 inh = inhibits human ADAM10; hit rate 0.62% among 370,000; inhibition, % at 7 µM; AID 720582; recombinant ADAM10, EDANS/DABCYL FRET peptide cleavage, 3 h; O14672;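 active = inhibition above a per-campaign cutoff equal to the mean of compounds falling between control-based bounds plus 3 SD, cut at about 20% in these data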;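 also: 0% = DMSO wells while the 100% control is not disclosed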
The depositor's hits bear a star; / = no result given.

SMILES	ssDAF12 agonist	NPR1 activator	ADAM10 inh	hgDAF-12 ag	HGIII-sPLA2 inh	DAX1 inh-2	SMARCA2 activ	DAX1 inh-1	GC-B act	hcDAF12 agonist	FXN GAA850 act
CCc1ccc(CN2CC(C(=O)O)CC2=O)cc1 (centres undefined)	-1.5	0	-1	-0.7	3	0.6	-3	1.1	3	-1.2	-1.8
O=C(c1cc(-c2ccc(F)cc2)on1)N1CCCC1	-0.9	2	9	13*	2	0.8	7	2.5	2	3.5	-0.6
Cc1ccc(NC(=O)NC(=O)N(C(C)C)S(=O)(=O)c2ccc(C)cc2)cc1	-1.1	5	2	3.9	-4	1.3	1	1.1	7	-0.7	0.5
C[C@H](CO)N1C[C@H](C)[C@@H](CN(C)S(=O)(=O)c2ccc(F)cc2)Oc2ccc(NC(=O)Cc3cn(C)c4ccccc34)cc2C1=O	-0.8	-4	7	-0.3	-53	-1.3	2	-0.6	1	1.3	1.7
Cc1ccccc1NC(=O)C(=O)NC(C)CCc1ccccc1 (centres undefined)	0.3	3	0	0.4	7	0.1	-3	-0.1	3	-0.4	3.6
Cc1c(Cl)c(C(F)F)nn1CC(=O)NC1C(=O)N2C(C(=O)O)=C(CSc3nnnn3C)CSC12 (centres undefined)	-1.3	1	-3	0.8	-6	1.2	1	0.5	4	-1.5	-1.2
O=C(NCC1CCCO1)c1cccc(NC(=O)c2cccs2)c1 (centres undefined)	-1.5	1	1	3.0	6	0.0	1	0.4	2	-0.6	-0.7
COc1ccc(Nc2cc(C)nc(N3CCN(C(=O)c4ccc5c(c4)OCO5)CC3)n2)cc1	-1.3	-3	-10	0.2	3	1.6	0	-0.2	-8	-1.0	2.2
O=C(COC(=O)c1cncc(Br)c1)NC1CCCCCC1	-0.5	4	-2	-0.5	0	0.9	-1	-0.6	0	-2.0	0.0
CC(Cc1cccs1)NC(=S)Nc1ccc(Cl)c(Cl)c1 (centres undefined)	-1.5	6	8	-1.1	-1	-1.4	-1	0.1	1	-1.1	0.3
O=C1COc2ccc(C(=O)C[n+]3cccc(O)c3)cc2N1	-1.6	1	2	-1.2	2	0.7	1	0.0	2	-1.3	0.3
O=C(NCCCN1CCCC1)c1ccc(Cn2c(=S)[nH]c3ccc(Br)cc3c2=O)cc1	-1.9	5	-2	-2.4	2	/	0	1.3	1	-1.8	/
COc1cc2c(cc1NC(=O)COC(=O)[C@@H](NC(=O)c1ccccc1)C(C)C)oc1ccccc12	-0.9	0	-85	-0.8	10	-0.6	-4	-0.7	-3	-1.0	1.4
O=C(CCc1ccccc1)NNC(=O)Nc1ccc(Br)cc1	-1.1	8	2	4.3	-11	0.9	0	0.9	-5	0.3	0.8
O=C1N/C(=C\c2ccc(O)cc2)C(O)=C1C=NCc1ccccc1	-1.3	-1	6	-1.6	-18	-0.8	3	2.7	-3	1.9	2.2
COc1ccc(Nc2ncnc3sccc23)c(OC)c1	-0.5	-7	13	2.1	2	-1.4	0	0.1	2	0.6	2.6
O=C(NCc1ccccn1)c1cn(-c2ccccc2)nc1-c1ccc(Cl)cc1	-1.3	-5	-4	0.8	-5	-1.2	-5	-0.4	-2	-0.4	4.0
CC(=O)c1ccc(NC(=S)N(Cc2ccccc2)C(C)C2CC2)cc1 (centres undefined)	-1.3	-2	-7	1.3	6	-0.9	2	-0.3	4	0.4	-0.5
CCC(CC)C(=O)c1c[nH]c(C(=O)NCc2ccccn2)c1	-1.6	1	16	2.9	5	0.7	3	0.4	-3	-0.9	-0.1
COc1ccc(NC(=O)COc2ccccc2)cc1NC(=O)c1ccco1	-1.5	-3	-3	-0.9	4	-1.2	-1	-0.6	1	-0.5	2.2
Cc1ccc(C(=O)CCC(=O)OCC(=O)Nc2cc(S(=O)(=O)N(C)C)ccc2C)cc1	-0.6	0	2	2.8	-10	2.1	-3	-0.1	7	0.3	0.6
CCOC(=O)C(C)(C)N(Cc1ccc(C)cc1)S(=O)(=O)c1ccc(Cl)c([N+](=O)[O-])c1	-0.8	-23	17	0.9	-5	0.7	-6	-0.3	-1	0.4	1.1
Cc1nn(C)c(C)c1/C=C/C(=O)c1ccccc1	-1.5	7	-43	6.3	1	0.3	3	0.8	1	-0.1	2.2
O=C(CNC(=O)c1cccc(F)c1)N/N=C/c1cc(Br)ccc1OC(=O)/C=C/c1ccco1	-0.8	-5	-4	0.4	-4	-0.6	1	0.0	-1	1.5	-0.4
CN1CCN(c2ccc(NC(=O)COc3ccc(Cl)cc3Cl)cc2)CC1	-1.5	9	-3	1.8	-7	-3.3	-2	-1.7	3	-2.5	-3.4
CCN(CC(=O)Nc1cccc(OC)c1)C(=O)c1ccc(C)s1	-1.2	1	4	-1.5	1	0.5	8.2*	-0.8	-5	1.3	-0.3
O=C(CSc1nc2ccc(Nc3nc(N4CCOCC4)nc(N4CCOCC4)n3)cc2s1)Nc1ccccc1Cl	-1.4	4	-13	0.6	-6	0.6	2	-0.9	1	0.2	1.2
CCOC(=O)N1CCN(C(=O)c2ccc(Cl)c(S(=O)(=O)N3CCOCC3)c2)CC1	-0.7	1	-3	-2.7	5	-0.8	-3	-0.6	1	-1.7	1.2
COc1ccc(S(=O)(=O)NCc2csc(-c3cccnc3)n2)cc1	-1.0	-2	-17	0.5	10	-0.2	-1	1.6	-2	-1.3	1.3
N#CCCn1cc(/C=N/O)c(-c2ccc(F)cc2)n1	-1.3	5	5	0.4	8	-0.4	1	0.2	0	-0.8	-0.2

Random excerpt: 2 entries already listed.
SMILES	ssDAF12 agonist	NPR1 activator	ADAM10 inh	hgDAF-12 ag	HGIII-sPLA2 inh	DAX1 inh-2	SMARCA2 activ	DAX1 inh-1	GC-B act	hcDAF12 agonist	FXN GAA850 act
CCOC(=O)C(C)(C)N(Cc1ccc(C)cc1)S(=O)(=O)c1ccc(Cl)c([N+](=O)[O-])c1	-0.8	-23	17	0.9	-5	0.7	-6	-0.3	-1	0.4	1.1
O=C1COc2ccc(C(=O)C[n+]3cccc(O)c3)cc2N1	-1.6	1	2	-1.2	2	0.7	1	0.0	2	-1.3	0.3

The results go on:
SMILES	ssDAF12 agonist	NPR1 activator	ADAM10 inh	hgDAF-12 ag	HGIII-sPLA2 inh	DAX1 inh-2	SMARCA2 activ	DAX1 inh-1	GC-B act	hcDAF12 agonist	FXN GAA850 act
O=C(Nc1nnc([C@H]2C[C@H](O)[C@@H](CO)O2)s1)Nc1cccc2c1CCCC2	-1.3	4	4	0.5	-5	/	1	0.8	-1	0.8	0.2
CCCCCc1c(-c2ccccc2F)ncn1CCc1ccccc1OC	-1.3	-10	19	1.6	-16	/	-4	-0.5	-11	-2.5	/
O=C(Nc1ccccc1NC(=O)c1ccccc1F)c1ccccc1F	-1.2	-4	0	-0.3	-3	2.0	4	-0.3	-3	0.6	0.0
CC(C)N(C(=O)COC(=O)c1cccc(S(=O)(=O)N2CC3(C)CC2CC(C)(C)C3)c1)C(C)C (centres undefined)	-1.1	0	14	-0.5	-10	0.7	-1	-0.9	4	-1.1	1.9
Cc1ccc(N2CCN(C(=S)c3ccc(-c4cccc([N+](=O)[O-])c4)o3)CC2)cc1	-0.7	-6	7	0.4	13	-0.9	0	-0.1	-1	0.9	4.2
CCC1(c2ccccc2)NC(=O)N(CC(=O)NC2CCCC2)C1=O (centres undefined)	-0.9	1	-4	-1.8	5	1.1	-1	1.5	4	-1.8	0.9
COc1ccccc1CC(=O)N(Cc1ccccc1)c1cccc(C)c1	-1.2	-13	6	-2.9	-5	-0.4	-3	-2.9	-8	-0.2	1.9
Cc1cccc2cc3c(N)c(C(=O)N4CCc5ccccc54)sc3nc12	-0.3	-5	-23	2.1	4	-1.1	-3	0.1	-3	1.5	-3.0
O=C(Nc1ccccc1F)C1CCN(C(=O)Cc2ccccc2)CC1	-1.3	1	4	2.7	-2	0.0	2	-0.4	-1	-1.4	1.2
N#Cc1ccc(C23CC4(C2)[C@H](CN(CC2CCCCC2)[C@@H]4c2ccccc2)C3c2ccccc2)cc1 (some centres undefined)	-1.4	-1	3	-1.4	0	0.5	-1	0.5	0	-1.7	-0.8
CCOCCCN(C(=O)c1snc(C(N)=O)c1N)C(C(=O)NC1CCCC1)c1ccc(OC)cc1 (centres undefined)	-1.0	2	-104	0.5	3	0.0	-1	-0.3	-8	1.9	0.8
CCc1ccccc1NC(=O)N1CCc2ccccc2C1	0.1	1	11	0.9	7	0.0	1	1.8	3	-1.9	3.7
NC(Cc1ccc(C(F)(F)F)cc1)c1csc(NC(=O)Nc2ccccc2Cl)n1 (centres undefined)	-1.0	-1	6	2.7	7	/	-3	-0.9	4	-0.9	-0.2
Nc1nnc(SCC(=O)N2CCN(c3ccccc3)CC2)n1-c1ccccc1	-1.1	0	-7	0.3	1	-0.1	-3	-0.1	5	-0.8	1.4
CCCC(=O)Nc1nnc(SCC(=O)N2CCN(c3ccccc3)CC2)s1	-1.2	-2	4	0.7	7	0.8	-3	0.3	-3	-2.0	-0.1
O=C(NCc1cccnc1)C(=O)NCC(c1ccco1)N1CCN(c2ccc(F)cc2)CC1 (centres undefined)	-1.9	1	-17	-1.9	11	-1.8	-2	-0.8	12	-2.5	-0.8
CC(=O)Nc1c(I)c(C(=O)N[C@H]2C(O)O[C@H](CO)[C@@H](O)[C@@H]2O)c(I)c(N(C)C(C)=O)c1I (some centres undefined)	-1.4	0	3	1.2	0	0.4	-1	0.4	5	-1.2	1.6
Cc1nn2c(c1-c1ccc(Cl)cc1)N=C(c1ccco1)CC2c1ccccc1 (centres undefined)	-1.8	-6	16	1.5	-1	-1.1	1	-1.2	-11	-0.2	-0.6
COc1cc(OC)cc(C(=O)N[C@H](C(=O)Nc2nc3ccccc3[nH]2)C(C)C)c1	0.1	1	-14	-2.1	8	-0.3	-2	2.5	-2	-0.7	0.9
COc1ccc(-n2nc(C(=O)NCc3cc(OC)ccc3OC)c3c4ccccc4n(C)c3c2=O)cc1	-0.3	-2	-1	2.2	-1	-0.5	3	0.3	1	2.6	2.9
O=C(CN(C(=O)c1csnn1)c1cccc(C(F)(F)F)c1)NCc1ccc(F)cc1	-0.6	0	0	0.7	-2	1.7	-1	0.0	-6	1.8	-1.9
CC(C)(C)c1ccc(Oc2ncccc2NC(=O)c2cccs2)cc1	-1.4	-3	2	4.4	-1	3.8	-1	0.8	2	-1.6	1.8
COc1cc(C2NC(=O)N(C)C3=C2C(=O)CCC3)cc(OC)c1OC (centres undefined)	-1.3	0	-9	-1.0	2	-0.9	-3	0.3	3	1.6	-1.9
COc1ccccc1NC(=O)c1cc[n+](C)cc1	-0.9	2	-8	1.9	4	0.9	0	0.1	8	-1.2	1.7
CCc1nn(CCCC(=O)N2CCN(c3ccc(OC)cc3)CC2)c(=O)c2cc3occc3n12	-0.6	4	0	1.9	4	-0.6	-2	-0.3	-2	0.3	0.1
COc1cnn(-c2ccc([N+](=O)[O-])cc2)c(=O)c1Cl	-1.5	3	3	0.0	2	1.0	7	0.5	2	0.7	2.2
